Screening data as filed in PubChem.
NCI-60 one-dose screen, 48 h, at 10 µM unless noted. Numbers give growth in % (100 = growth as untreated, 0 = no growth, -100 = all killed).
HL-60(TB) = HL-60(TB) leukemia cells. 9% of 78,000 active. AID 1794776; active means growth percent below 10
Starred values were filed as active, the others as inactive; [ ] = dose if it differs, or a comment. Some of the compounds tested. The share of hits here may be higher or lower than overall.

SMILES	HL-60(TB)
O=NN(CCCl)C(=O)NC1CCC(NC(=O)N(CCCl)N=O)CC1 (configuration not stated)	67.7
Cc1ccn2c(=S)[nH]nc2c1	112.7
S=c1sscc1-c1ccccc1	93.6
COc1cccc(Cc2cc(-c3ccccc3)nn(CC(=O)c3ccccc3)c2=O)c1	69.4
CC(=O)CCC(=O)O	62.7
COc1ccc(CSc2nnc(SCC(=O)Nc3ccc(Cl)cc3)s2)cc1	56.9
Cc1ccccc1[C@@H]1C[C@@H]2Cc3cc(Br)c4ccccc4c3N1O2	84.2
O=C1c2ccccc2C(=O)N1N(c1ccccc1)c1ccccc1	114.8
C=CC[Si](CC=C)(CC=C)OCC	117.5
COc1cccc2oc(-c3ccc(O)cc3)cc(=O)c12	70.7
O=C(Nc1c2n(c3ccccc3c1=O)C(=O)CC2)c1ccccc1	101.4
CCOC(=O)N(CC)CC	92.9

Single values from above:
HL-60(TB) with Cc1ccccc1[C@@H]1C[C@@H]2Cc3cc(Br)c4ccccc4c3N1O2 stands at 84.2
HL-60(TB) with CCOC(=O)N(CC)CC stands at 92.9
HL-60(TB) with O=NN(CCCl)C(=O)NC1CCC(NC(=O)N(CCCl)N=O)CC1 (configuration not stated) stands at 67.7
HL-60(TB) with C=CC[Si](CC=C)(CC=C)OCC stands at 117.5
HL-60(TB) with COc1cccc(Cc2cc(-c3ccccc3)nn(CC(=O)c3ccccc3)c2=O)c1 stands at 69.4
HL-60(TB) with CC(=O)CCC(=O)O stands at 62.7

Shown as labelled records: entries from further up
SMILES: Cc1ccccc1[C@@H]1C[C@@H]2Cc3cc(Br)c4ccccc4c3N1O2
  HL-60(TB) = 84.2

SMILES: O=C1c2ccccc2C(=O)N1N(c1ccccc1)c1ccccc1
  HL-60(TB) = 114.8

(continued)
SMILES	HL-60(TB)
CSc1nc(C)c([N+](=O)[O-])c(N)n1	90.2
CCOC(=O)c1cnn(CC(C)O)c1NC(=O)NCc1ccc(C(F)(F)F)cc1 (configuration not stated)	73.3
Cn1cc(-c2nc(N)nnc2-c2cncc(Br)c2)c2cc(Cl)ccc21	107.0
ClC1=C(Cl)C(Cl)=C(Cl)C1=Cc1ccc(Cl)cc1Cl	-12.7*
Cc1ccc2cccnc2c1NS(=O)(=O)c1ccc(Cl)cc1Cl	109.3
O=C(O)c1cc(-c2ccccc2)nc2ccc3ccccc3c12	104.3
O=C(CC1(O)C(=O)Nc2ccc(F)cc21)c1cc2ccccc2oc1=O (configuration not stated)	93.6
COc1ccc(C2CC(=O)Nc3c2ncn3-c2ccc(Cl)cc2)cc1 (configuration not stated)	101.1
CCOC(=O)c1c(C)oc2ncnc(N3CCN(CC(=O)Nc4ccc(OC)cc4)CC3)c12	99.7
CC1=C(C)C(=O)C(Nc2ccc(C(=O)OC(C)(C)C)cc2)=C(Br)C1=O	96.4
CSc1nc(=O)n(Cc2ccc(F)cc2)c(=O)[nH]1	98.3
COc1ccc(NC(=O)c2ccc(C(F)(F)F)nc2Nc2ccc(Cl)cc2C)cc1Cl	4.8*
CC1=C(C)C(=O)C(N2CCN(C3CCCCC3)CC2)=C(Cl)C1=O	105.8
C=COCCCCCCCCCCCCCCCCCC	73.8
COc1ccc(Cn2cc(C(=O)Nc3cccnc3Nc3ccc(Cl)cc3)nn2)cc1	99.9
Oc1ccc(Nc2ccc3ccccc3c2)cc1	54.9
CCCC(=O)c1cccs1	87.9
[O-][n+]1onc(-c2csc(-n3nc(-c4ccccc4)cc3-c3ccccc3)n2)c1-c1ccccc1	98.0
COc1ccc(CNc2ccnc3[nH]c4ccc(C#N)cc4c23)cc1	61.8
O=C(O)c1ccc(-c2nn(-c3ccc(C(F)(F)F)cc3)cc2/C=N/Nc2cccc(Br)c2)cc1	91.3
COC[C@]12CCC(C)(C)C[C@H]1C1=CC[C@@H]3[C@@]4(C)CCCNC(C)(C)[C@@H]4CC[C@@]3(C)[C@]1(C)CC2	-65.3*
COc1cc(-c2cc(C(=O)Nc3nc4cc(C)c(C)cc4s3)nc3cc(-c4ccccc4)nn23)cc(OC)c1OC	102.6
NC(=O)N1N=C(c2cc3ccccc3oc2=O)CC1c1cn(-c2ccccc2)nc1-c1ccc(Cl)cc1 (configuration not stated)	47.0
CCCCCCC1OCC(CC)C(CCC)O1 (configuration not stated)	101.0
CC(Oc1ccc(C(=O)NS(=O)(=O)C2CC2)cc1C(F)(F)F)c1ccc(Oc2ccccc2)cn1 (configuration not stated)	92.9
Cc1cccc(N2C(=O)c3ccccc3C2=O)c1	110.4
CCOC(=O)c1c(N)oc2c(-c3ccccc3)c3c(C(=O)OCC)c(N)oc3cc12	96.2
COc1cc(-c2conc2-c2ccccc2)c(OC)c2c1OCO2	92.4
C=C(C)[C@@H]1CC[C@]2(C(=O)O)CC[C@]3(C)[C@H](CC[C@@H]4[C@@]5(C)Cc6c([nH]c7ccccc67)C(C)(C)[C@@H]5CC[C@]43C)[C@@H]12	16.1
Cc1cccc(C)c1Nc1n[nH]c(=S)s1	94.3
Cc1ccc(N2C(=O)CSC2c2ccc(OCC(=O)c3ccccc3)cc2)cc1 (configuration not stated)	86.3
COC(=O)CC1SC(c2cccc(F)c2)N(c2nnc(COc3ccc(F)cc3)s2)C1=O (configuration not stated)	99.7
COc1ccc(-c2nc(SCCCCC(=O)NO)[nH]c(=O)c2C#N)cc1	117.0
O=C1CCC23C=CC(O2)C(O)c2ccccc2N13 (configuration not stated)	86.7
Cc1cc(NS(=O)(=O)c2ccc(Nc3nc(O)c(/C=C4\C=Nc5ccccc54)s3)cc2)no1	96.9
O=C(/C=C/c1ccccc1)c1ccc2ccccc2c1	56.1
COc1ccc(OC)c(/C=C/c2nc(=S)n(-c3ccc(Cl)cc3)[nH]2)c1	4.3*
CCCCCCCCn1ccc2cc(NC(=O)CN3CCN(c4nc(C)cc(N5CCC(C)CC5)n4)CC3)ccc21	53.1
Cc1ccc(S(=O)(=O)NC(=O)n2ccc3cccnc32)cc1	98.1
CC1OC(n2c3ccccc3c3c4c(c5c6ccccc6[nH]c5c32)C(=O)N(CCN2CCCC2)C4=O)CC(O)C1O (configuration not stated)	44.2
O=C(NNC(=O)c1nc2cc(F)ccc2n2cccc12)c1cnccn1	17.8
CCCCCCCCCCCCCCCCCCOP(=O)(O)O	102.2
COc1ccc(C2=NN(C(N)=O)C(c3cn(-c4ccccc4)nc3-c3ccccc3)C2)cc1 (configuration not stated)	90.0
Cc1ccc(NC(=O)CSc2nnc(-c3ccc(NC(=O)c4cccnc4)cc3)n2N)cc1	99.9
CCN1CCN(CC(=O)NC2CCCCC2)C(=O)/C=C\C1=O	116.9
O=C(O)/C=C\C(=O)Nc1ccc(-c2ccccc2)cc1	92.5
CN(C)c1ccc(/C=C\N=Nc2ccc(Br)cc2)cc1	16.6
CCOC(=O)c1c(Nc2ccccc2)nn2c(-c3ccc([N+](=O)[O-])cc3)ccnc12	97.8
C[C@]12CCC(=O)C[C@@H]1CC[C@@H]1[C@@H]2CC[C@]2(C)OC(=O)CC[C@@H]12	94.5
O=C(Nc1cccc2c1CCCC2)c1cc2c([nH]c1=O)CCCC2	97.0[500 µM]
COC(=O)c1nnn(-c2ccc(Cl)cc2C)c1N	84.9
COc1cc(N)c2ncccc2c1SC	107.4
CCO/C=N/C1=C(C#N)C(c2ccc(Cl)cc2)c2c(c3ccccc3n(C)c2=O)O1 (configuration not stated)	53.4
CSc1nccc(-c2c(-c3ccc(F)c(O)c3)nc3sccn23)n1	119.6
O=C1/C(=C/c2cccc3c2OCO3)Cc2cc3c(cc21)OCO3	25.3
CCCC1N[C@H](C(=O)O)CS1 (some centres not stated)	114.9
NC(=O)C(=Cc1ccc(Cl)cc1)C(N)=O	26.6
COC(=O)[C@H](CC(C)C)N1CC=CCN([C@@H](CC(C)C)C(=O)OC)S1(=O)=O	105.1[1.2 µM]
Cc1nc(-c2ccccc2)cc2c1C(=O)N(CC(=O)N1CCOCC1)C2=O	92.7
COc1ccc2nc3ccccc3[n+]([O-])c2c1	91.9
Additional entries:
SMILES	HL-60(TB)
CN(C)C(=O)C1=NC(CO)C(=O)N(c2ccccc2)N1 (configuration not stated)	98.0
CC1CC(=O)Nc2ccccc2N1C(=O)Nc1ccc(Cl)cc1 (configuration not stated)	97.7
COc1ccc(C(=O)COc2cccc(/C=C3\Cc4ccccc4C3=O)c2)cc1	73.4
N=C(N)N=Nc1c(O)[nH]c2ccccc12	59.6
CCOc1ccc(C(=O)NNC(=O)c2cc(OC)c(OC)c(OC)c2)cc1Cl	89.7
O=C(/C=C/c1ccc2c(c1)OCO2)c1c(O)c2ccccc2oc1=O	77.8
O=C1CCC2(CC1C1C=CCC1)OCCO2 (configuration not stated)	93.3
CC1(C)N=C(N)N=C(N)N1c1ccc(CCC(=O)Nc2ccc(S(=O)(=O)F)cc2)c(Cl)c1	18.3
O=c1cc(-c2ccccc2)[nH]n1-c1ccccc1	71.3
NNC(=O)c1cc(-c2ccc(Br)cc2)n(-c2ccc(S(N)(=O)=O)cc2)n1	105.3
CCOC(=O)C(CCc1ccncc1)c1ccccc1 (configuration not stated)	101.8
COc1cc2c(cc1OC)C(Cc1ccccc1[N+](=O)[O-])=NCC2	95.5
C=C1C(=O)O[C@H]2[C@H]1CC/C(Cn1cc(-c3cc(C)c(C)cc3C)nn1)=C\CC[C@@]1(C)O[C@@H]21	-9.1*
O=[N+]([O-])c1c2ccccc2cc2ccccc12	115.4
Cc1cc(C)c2c(N)c(-c3nc4ccccc4[nH]3)sc2n1	97.9
O=C1NC(=O)[C@H](Cc2ccc(O)cc2)N1	91.7
Clc1ccc(-n2c(SCCc3c[nH]c4ccccc34)nnc2-c2ccncc2)cc1	80.7
CSc1nc2c(c(=O)[nH]1)C(c1ccc(Cl)cc1)C1=C(N2)/C(=C/c2ccc(Cl)cc2)CCC1 (configuration not stated)	81.0
CCCCCCCCCCCCCCCC1=NN(c2ccccc2)C(=O)C1NC(=O)O (configuration not stated)	101.4
Cc1ccc2c(c1)c(=O)n(-c1ccccc1)c1nnc(C)n21	91.7
COc1ccc(-c2nn3c(-c4cccnc4)nnc3s2)cc1OC	94.8
Cc1c(OCC(F)(F)F)ccnc1CNc1ccc(C2=CC(c3ccc(Cl)cc3)N=C(N)N2)cc1 (configuration not stated)	55.6
O=C(/C=C/c1ccc(Cl)cc1)Nc1ccc(C=C2c3ccccc3C(=O)c3ccccc32)cc1	36.2
Nc1nc(CSCc2n[nH]c(=S)o2)nc(Nc2ccccc2)n1	98.2
COc1ccc2[nH]cc(-c3cc(N)n4nc(-c5c[nH]c6ccccc56)cc4n3)c2c1	-44.7*
COc1ccc([C@@H]2Nc3cc(-c4cc(OC)c(OC)c(OC)c4)ccc3O[C@H]2CO)cc1OC	81.9
O=c1n(Cc2nc(-c3ccc(Cl)cc3)n[nH]2)cnn1-c1ccccc1	54.6
[Cl][Ru].c1ccc(-c2cc(-c3ccccn3)nc(-c3ccccn3)c2)cc1.c1ccc(-c2ccnc3c2ccc2c(-c4ccccc4)ccnc23)cc1	-29.2*
S=C1CCCC(=S)N1	101.2
COC(=O)[C@H](Cc1cn(C)cn1)NC(=O)[C@H](Cc1ccccc1)NC(=O)Nc1cc(C(F)(F)F)cc(C(F)(F)F)c1	-67.9*[100 µM]
CCCNCC(=O)Nc1cccc(Cl)c1	87.7
Cc1cc(C)c(S(=O)(=O)/N=c2/n(-c3ccccc3)nc3n2CCN3C2=NCCN2)c(C)c1	82.8
CCN1C(=O)N(CC)C2C1NN=c1s/c(=C3\C(=O)N(C)c4ccccc43)c(=O)n12 (configuration not stated)	-13.0*
CCOC(=O)c1nn(-c2ccccc2)c(=O)c2c(N)c(C#N)c(-c3ccco3)cc12	114.3
O=S(=O)(c1cccc(C(F)(F)F)c1)N(CCCCN(S(=O)(=O)c1cccc(C(F)(F)F)c1)S(=O)(=O)c1cccc(C(F)(F)F)c1)S(=O)(=O)c1cccc(C(F)(F)F)c1	103.7
COc1ccc(Cn2cc3c(c2-c2cc(OC)c(OC)c(OC)c2)CCCc2cnoc2-3)cc1[N+](=O)[O-]	60.7
COc1cc(-c2nn(-c3ccc(C(=O)O)cc3)cc2CNc2ccc(F)cc2)ccc1O	75.1
COc1ccc(/C=C2/C(=O)Nc3cc(Cl)c(-c4csc(N)n4)cc32)cc1	8.1*
CC(C)C(C(N)=O)c1ccccc1 (configuration not stated)	89.8
Cc1ccc(Nc2cc(N)nc(N)n2)cc1C	65.1
O=C1c2cccc3cccc(c23)C(=O)N1Nc1nc(Nc2cnccn2)nc(N2CCOCC2)n1	93.9
O=C1CNc2cccc3cccc(c23)NC1	90.0
N#C/C(=C/c1ccccc1Cl)C(N)=O	96.3
Cc1cc2c(C(C)C)c(O)c(O)c(C=NCc3ccoc3)c2c(O)c1-c1c(C)cc2c(C(C)C)c(O)c(O)c(C=NCc3ccco3)c2c1O	9.3*
COC(=O)[C@@]12C(N)=NC(=C(C#N)C#N)[C@]1(C#N)[C@H]2c1cc(OC)c(OC)c(OC)c1	107.5
C#CCNC(=O)[C@]12CCC(C)(C)C[C@@H]1C1=CC[C@@H]3[C@@]4(C)Cc5c([nH]c6ccccc56)C(C)(C)[C@@H]4CC[C@@]3(C)[C@]1(C)CC2	63.4
Cc1ccc(NC(=O)COc2ccc(/C=N/Nc3nc4ccccc4s3)cc2)cc1	109.9
O=C(O)CC(=O)NC1c2ccccc2Oc2ccccc21	78.7
CCCC(=O)O[C@@H]1C[C@H]2C[C@@H](O[C@@H]3O[C@@H](C)[C@@H](O)[C@@H](O)[C@H]3OC)C[C@@H](C[C@@H](C)/C=C/C=C\C[C@@H]3O[C@@H](C[C@@H]3C)[C@@H](O)C[C@H]3C[C@@]1(O)C(=O)O3)O2	29.9
CCCOc1cc2c(cc1CCC)OCO2	92.0
Nc1nc(Nc2ccccc2)n(Cc2cccc(Br)c2)n1	99.5
O=c1c2cc(Br)cc(Br)c2nc(-c2ccc(Cl)cc2)n1/N=C\c1ccccc1F	82.0
CC(=O)NCCCOc1ccc([N+](=O)[O-])cc1Cl	107.6
CCn1ncc2c(NNC(=O)Cc3ccc(Br)cc3)ncnc21	98.1

A different layout for 3 compounds above:
canonical_smiles | HL-60(TB)
O=C(Nc1cccc2c1CCCC2)c1cc2c([nH]c1=O)CCCC2 | 97.0[500 µM]
COC(=O)c1nnn(-c2ccc(Cl)cc2C)c1N | 84.9
COc1cc(N)c2ncccc2c1SC | 107.4
